# Source: PubChem
# HUVEC prolif 384 = inhibitors of human endothelial cell proliferation. HUVEC proliferation, CellTiter-Glo luminescence, 72 h; hits give low values. AID 648. viability, % at 10 µM (by protocol). 1.1% of 86,000 active;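 active = viability at or below 30%; inactive = viability above 30%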;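 also: 100% = median luminescence of DMSO-only cell control wells on each plate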
# PostGolgi ctrl = inhibits growth of the yeast control strain; efflux-deficient yeast background strain, growth absorbance A615, 16 h; inhibition, % at 10 µM; 5% of 98,000 active; AID 738
# S1P2 antag = blocks the human S1P2 receptor; cell-based S1P2 antagonist assay, inhibition at 5 uM; inhibition, % at 5 µM; 0.21% of 97,000 active; in the data active = inhibition above about 45%;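 also: CRE beta-lactamase reporter cells expressing human S1P2 stimulated with S1P; 0% = agonist at EC80 alone and 100% = agonist plus reference antagonist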
# Target sequence (O95136 whole entry, looked up): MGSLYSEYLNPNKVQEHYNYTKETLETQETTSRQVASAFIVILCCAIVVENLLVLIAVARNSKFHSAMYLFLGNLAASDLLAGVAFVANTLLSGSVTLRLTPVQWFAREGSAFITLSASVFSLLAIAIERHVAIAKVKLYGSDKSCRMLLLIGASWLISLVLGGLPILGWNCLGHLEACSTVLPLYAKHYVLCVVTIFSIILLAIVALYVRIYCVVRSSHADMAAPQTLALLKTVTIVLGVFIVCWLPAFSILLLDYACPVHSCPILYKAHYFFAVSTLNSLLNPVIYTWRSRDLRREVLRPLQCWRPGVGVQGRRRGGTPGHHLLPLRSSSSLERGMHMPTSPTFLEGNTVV
# S1P2 agonist = agonists of human S1P2 receptor; S1P2-expressing cell line, agonist reporter read-out; activation, % at 4.5 µM; 0.46% of 97,000 active; AID 729; in the data active = activation above about 16%;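 also: 0% = vehicle low control and 100% = maximal reference agonist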
# hDAT+cocaine = modulates human dopamine transporter uptake under cocaine | Q01959 | LLC-PK1 hDAT cells, [14C]-dopamine uptake with cocaine IC80; actives deviate in either direction | B-score at 10 µM | 1.3% of 110,000 active | AID 449768;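 active = Z score or B-score, a plate-position-corrected score, falls beyond the plate's 99.7% confidence bounds, in either direction; inactive = both scores lie inside the 99.7% bounds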;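 also: scored against the spread of the other compound wells on the same plate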
# Target sequence (Q01959 whole entry, looked up): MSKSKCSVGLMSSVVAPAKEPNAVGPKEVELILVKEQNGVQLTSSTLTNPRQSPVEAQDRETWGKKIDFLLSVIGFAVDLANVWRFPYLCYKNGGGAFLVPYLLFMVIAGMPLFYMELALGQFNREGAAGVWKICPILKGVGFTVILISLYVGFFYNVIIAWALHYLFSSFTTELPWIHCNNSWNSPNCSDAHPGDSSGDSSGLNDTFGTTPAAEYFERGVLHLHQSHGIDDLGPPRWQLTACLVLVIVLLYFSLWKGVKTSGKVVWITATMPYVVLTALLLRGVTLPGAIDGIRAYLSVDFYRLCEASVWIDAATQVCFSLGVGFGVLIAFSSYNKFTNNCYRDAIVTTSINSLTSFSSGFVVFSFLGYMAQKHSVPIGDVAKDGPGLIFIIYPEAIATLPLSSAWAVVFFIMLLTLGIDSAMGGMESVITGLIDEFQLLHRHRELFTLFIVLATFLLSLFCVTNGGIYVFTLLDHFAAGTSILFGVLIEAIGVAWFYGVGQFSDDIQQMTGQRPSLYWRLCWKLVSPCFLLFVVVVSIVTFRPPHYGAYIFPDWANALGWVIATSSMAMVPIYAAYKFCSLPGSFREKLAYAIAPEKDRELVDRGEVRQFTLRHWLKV
# Lung fibro prol = blocks proliferation of human lung fibroblasts; LL 47 human lung fibroblast viability, ATP luminescence; hits give low values; viability, % at 10 µM; 1.1% of 85,000 active; AID 719;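 active = viability at or below 50% in the single dose screen; inactive = viability above 50%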;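 also: compound exposure lasted 72 h before the ATP readout; 100% = median luminescence of untreated cell-only wells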
#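 Assay system: human lung fibroblast line LL 47, low passage. Input: 1,150 fibroblasts seeded per well. Times: overnight cell rest, 72 h compound treatment at 37 °C. Evaluation: % viability of median cell-only signal. Technique: luminescent ATP detection, CellTiter-Glo. Control set: cell-only wells, no compound.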
# E coli WT exp = blocks growth of wild type E. coli BW25113 | AID 710 | 0.15% of 98,000 active | OD600 absorbance | growth inhibition, % at 100 µM;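 active = growth inhibition above about 50% at one test dose, limit read from the data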;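 also: growth measured after 20 h incubation at 37 °C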
# PostGolgi yeast = growth inhibition of a yeast mutant, post-Golgi transport screen | post-Golgi transport phenotypic cell assay | inhibition, % at 10 µM | 0.9% of 98,000 active;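 also: yeast cells grown in 1536-well plates; yeast grown about 18 h at 30C before absorbance read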
# H69AR inhibit = blocks growth of human H69AR lung tumor cells; AID 598; H69AR lung tumor viability, ATP luminescence, 72 h; hits give low values; 6% of 85,000 active; viability, % at 10 µM;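 active = viability at or below 40%; inactive = viability above 40%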;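 also: multidrug resistant small cell line overexpressing MRP-1 efflux transporter; 100% = mean luminescence of untreated control wells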
# Active calls of the source: *; / = no result given. Rule as the data show it, unless noted: active = inhibition above about 30%; inactive = the rest.
1	CCOC(=O)C1=C(C)C(c2ccccc2O)NC(=O)N1 (configuration not stated)
2	Cc1nn(Cc2ccccc2)c2c1C(c1ccco1)C(C#N)=C(N)O2 (configuration not stated)
3	COCCn1cnnc1SCC(=O)c1ccc(S(=O)(=O)N2CCCC2)cc1
4	Cc1ccc(SCC(=O)NCCC2=CCCCC2)cc1
5	CN(CC(=O)Nc1ccccc1Br)Cc1nc2ccccc2c(=O)[nH]1
6	Cc1ccc(C(=O)OC2CCS(=O)(=O)c3sccc32)cc1 (configuration not stated)
7	COc1ccc(OC)c(C2C(C(=O)Nc3ccc(F)cc3)=C(C)Nc3nc(CCCO)nn32)c1 (configuration not stated)
8	O=C1c2ccccc2NC(c2cnc3ccccc3n2)N1O (configuration not stated)
9	O=C(c1ccccc1)c1c[nH]c(C(=O)NCCCn2ccnc2)c1
10	CCN(CC)CCNC(=O)Cn1nc(Cc2cccnc2)c2ccccc2c1=O
Compound	1	2	3	4	5	6	7	8	9	10
HUVEC prolif 384	87	100	102	/	/	117	/	95	/	93
PostGolgi ctrl	9	11	-1	28	22	1	-10	5	11	1
S1P2 antag	-15	26	/	3	2	6	/	3	2	-9
S1P2 agonist	-5	0	/	0	-2	-6	/	-5	-5	-1
hDAT+cocaine	-0.47	-0.5	0.94	0.18	0.35	0.04	0.65	0.44	-0.0053	0.24
Lung fibro prol	97	102	104	/	/	113	/	89	/	103
E coli WT exp	1	-5	-1	5	-2	-5	-1	4	-5	-1
PostGolgi yeast	-4	-4	-2	1	8	-3	-4	-7	0	-6
H69AR inhibit	88	68	100	/	/	89	/	76	/	87

11	O=C(Nc1ccccc1C(=O)NC1CCCCC1)c1ccco1
12	CSc1cccc(NC(=O)Nc2ccccc2)c1
13	Cc1ccc(C)c(NC(=O)c2ccc(OC(=O)c3ccco3)cc2)c1
14	Cc1cc(=O)oc2cc(OCC3CC(c4ccc(Br)cc4)=NO3)ccc12 (configuration not stated)
15	CCOC(=O)CNC(=O)c1nn(-c2cccc(OC)c2)c(=O)c2ccccc12
16	N#CC(C#N)=c1ccc2c(c1)NC1(CCCCC1)N=2
17	CCOC(=O)c1nn(-c2ccccc2C)c(=O)c(C#N)c1C
18	O=C(OCCN1CCCC1=O)c1cncc(Br)c1
19	O=C(CSc1nnc(-c2ccccc2Cl)o1)Oc1ccc(Br)cc1
20	Cc1nnc(N/N=C/c2cc([N+](=O)[O-])c(N3CCC(C)CC3)cc2N2CCC(C)CC2)n1N
Compound	11	12	13	14	15	16	17	18	19	20
HUVEC prolif 384	105	75	102	69	96	28*	96	95	93	/
PostGolgi ctrl	/	48*	20	4	5	5	5	2	/	17
S1P2 antag	-19	17	-13	0	/	27	-15	2	-24	14
S1P2 agonist	-8	-9	-4	-4	/	-9	-2	-6	-3	-7
hDAT+cocaine	0.025	0.19	0.82	0.072	-0.8	0.56	-0.2	-0.71	0.019	0.23
Lung fibro prol	101	101	100	98	94	7.4*	102	94	110	/
E coli WT exp	/	2	-4	-6	-14	1	0	0	/	9
PostGolgi yeast	/	-4	-2	-12	-3	6	14	4	/	-7
H69AR inhibit	71	80	108	65	87	1.1*	106	91	99	/

21	CN1C(=O)CC(C(=O)Nc2ccc(F)cc2)SC1=Nc1ccc2c(c1)OCO2 (configuration not stated)
22	Oc1cccc(C=NCc2ccccc2)c1
23	Cc1cccc(N2CCN(C(=O)c3cc4n(n3)C(C(F)(F)F)CC(c3ccco3)N4)CC2)c1C (configuration not stated)
24	Cn1ccnc1C(=O)c1cc(=O)c2ccccc2o1
25	CCN(C(=O)CN1CCN(c2ccccc2)CC1)c1c(N)n(Cc2ccccc2)c(=O)[nH]c1=O
26	C=CCn1cc(-c2cccc(Cl)c2)cc(C#N)c1=O
27	CCOC(=O)C1CCN(c2cc(=O)n(C3CCCCC3)c(=O)[nH]2)CC1
28	N#CC1=C(N)Oc2n[nH]c(-c3cccs3)c2C1c1ccco1 (configuration not stated)
29	CC1S/C(=C(\C#N)C(=O)NCc2ccco2)N(Cc2ccco2)C1=O (configuration not stated)
30	CC(C)(C)c1ccc(C(=O)NNC(=O)C(=O)N2CCCCC2)cc1
Compound	21	22	23	24	25	26	27	28	29	30
HUVEC prolif 384	86	76	/	97	99	106	98	80	100	/
PostGolgi ctrl	21	16	24	-1	7	2	-2	-5	16	0
S1P2 antag	3	-9	-14	1	2	-19	12	-6	/	28
S1P2 agonist	-1	-3	-5	-10	-3	-3	-5	0	/	-1
hDAT+cocaine	0.12	-0.8	-0.12	-0.2	-0.16	-0.33	-1.2	-0.83	-0.0016	0.58
Lung fibro prol	91	95	/	99	101	95	89	95	93	/
E coli WT exp	-6	-8	-6	0	1	-10	-5	9	-5	-2
PostGolgi yeast	0	-4	4	-1	13	-3	4	-10	9	5
H69AR inhibit	90	98	/	94	89	91	59	91	84	/

31	Cc1cc2c(c(=O)n1Cc1cccnc1)C(c1ccccc1)C(C#N)=C(N)O2 (configuration not stated)
32	CC(=O)c1ccc(OC(=O)C2CC(=O)N(c3cccc(C)c3)C2)cc1 (configuration not stated)
33	COc1ccc(/C=N/N2CCN(c3ccccc3OC)CC2)cc1OC
34	COc1ccc(C2C(C(=O)N3CCN(c4ccccc4)CC3)c3ccccc3C(=O)N2C)cc1OC (configuration not stated)
35	Cc1csc(NC(=O)c2ccc(C)c(S(=O)(=O)N3CCCCC3)c2)n1
36	Cc1cc(C)c(C(N)=O)c(Nc2cccc3ccccc23)n1
37	CSCC[C@H](NC(=O)OC(C)(C)C)C(=O)N1CCC(C(=O)N[C@@H](C)C(=O)O)CC1
38	CC(=O)NN1C(=O)/C(=C\c2ccccc2)SC1=S
39	N#CC1=C(N)Oc2n[nH]c(-c3cccs3)c2C1c1cccs1 (configuration not stated)
40	CCCCCCc1ccc(OCC(=O)OC)cc1OCC(=O)OC
Compound	31	32	33	34	35	36	37	38	39	40
HUVEC prolif 384	97	90	/	99	90	101	99	/	88	104
PostGolgi ctrl	-6	2	10	3	0	/	-3	-4	5	9
S1P2 antag	13	-12	-23	18	-6	-11	8	-15	14	-2
S1P2 agonist	-2	-3	-2	-9	-10	0	-6	-7	-8	-7
hDAT+cocaine	1.5	0.55	-0.4	/	2	-0.41	-1.4	0.68	0.43	-0.01
Lung fibro prol	102	100	/	100	96	97	108	/	88	102
E coli WT exp	-3	3	8	-3	-3	/	-3	2	0	-8
PostGolgi yeast	0	-6	-8	10	5	/	8	5	5	11
H69AR inhibit	75	100	/	88	84	102	98	/	69	102

41	Cc1ccc(C2CC(c3ccccc3)=NN2C(=O)CSc2nnc(-c3ccc(Cl)cc3)o2)o1 (configuration not stated)
42	Cc1ccc(NC(=O)N/C=C/c2ccco2)cc1
43	CSc1nnc2c3cc(C)ccc3n(Cc3ccccc3)c2n1
44	CCOc1ccc(C(=O)Nc2ccc(N3CCN(C)CC3)cc2)cc1Br
45	CCOC(=O)c1ccc(NC(=O)CCC2COc3ccccc3O2)cc1 (configuration not stated)
46	Cc1ccc2[nH]c3c(N4CCOCC4)ncnc3c2c1
47	CC(=O)c1cc(F)c(N2CCOCC2)cc1C
48	C=C(C)Cn1c(SCCCO)nc2c1c(=O)[nH]c(=O)n2C
49	CCN(CCCNC(=O)C1CCN(S(=O)(=O)CC)CC1)c1cccc(C)c1
50	CCc1ccc(NC(=O)N(CCCOC(C)C)C2CCN(C(C)=O)CC2)cc1
Compound	41	42	43	44	45	46	47	48	49	50
HUVEC prolif 384	/	/	95	/	93	95	93	92	107	99
PostGolgi ctrl	25	2	28	3	9	6	-4	-5	-7	4
S1P2 antag	16	-8	/	10	4	21	-19	10	2	4
S1P2 agonist	-1	-4	/	-3	-4	-1	-3	-10	-3	-8
hDAT+cocaine	0.39	0.32	0.46	/	-0.86	-0.093	-0.56	0.67	-0.0054	0.15
Lung fibro prol	/	/	94	/	101	93	103	92	104	107
E coli WT exp	-12	-8	-6	3	8	11	3	4	7	-6
PostGolgi yeast	17	-4	-10	2	-1	-2	-3	3	-10	9
H69AR inhibit	/	/	63	/	98	91	112	81	83	92

51	O=C(CSc1nccn1-c1ccccc1)c1ccc(Cl)cc1
52	Cc1cccc2cc(CN(Cc3ccc4c(c3)OCO4)Cc3nnnn3C3CCCC3)c(=O)[nH]c12
53	Cc1ccc(NCC(=O)c2ccccc2)cc1Cl
54	CCC(Sc1ncccc1C(=O)O)C(=O)N1CCCC1 (configuration not stated)
55	N#CCCN/N=C(\Cc1nc2ccccc2[nH]1)c1ccccc1
56	Cc1cccc(NC(=O)C2C3C=CC(C4CC34)C2C(=O)O)c1 (configuration not stated)
57	CCC1CCCCN1C(=O)Cn1c(C(=O)OC)cc2sc(Cl)cc21 (configuration not stated)
58	Cn1c(NCC2CCCO2)nc2c1c(=O)n(Cc1ccccc1)c(=O)n2C (configuration not stated)
59	O=C(Nc1ccccc1Cl)c1cc(S(=O)(=O)N2CCOCC2)cs1
60	Cc1cccc(Oc2ccc(N)cc2)c1
61	O=C(NCc1ccco1)c1ccc(Cn2c(=O)c3sccc3n(Cc3ccc(F)cc3)c2=O)cc1
62	O=C(O)CCC(=O)c1ccc2c(c1)OCCCO2
Compound	51	52	53	54	55	56	57	58	59	60	61	62
HUVEC prolif 384	/	/	/	94	87	107	95	96	106	66	85	113
PostGolgi ctrl	5	20	8	2	-5	/	28	-1	31*	6	10	-5
S1P2 antag	18	25	4	3	7	-18	-18	15	-5	6	15	11
S1P2 agonist	-6	-9	-6	-2	-7	0	-4	-3	-8	-5	-6	-1
hDAT+cocaine	/	1.8	-0.15	0.48	0.52	0.88	0.23	1.9	0.2	0.45	0.73	-0.61
Lung fibro prol	/	/	/	97	100	97	96	97	104	89	93	97
E coli WT exp	-3	-5	-2	-4	-7	/	-3	-4	-1	27	-18	-4
PostGolgi yeast	-6	-2	3	0	-2	/	-6	3	1	1	5	1
H69AR inhibit	/	/	/	92	101	101	60	83	102	69	82	90

# Rewritten with values under each structure: 9 of the compounds above
# Each structure is followed by: HUVEC prolif 384 | PostGolgi ctrl | S1P2 antag | S1P2 agonist | hDAT+cocaine | Lung fibro prol | E coli WT exp | PostGolgi yeast | H69AR inhibit
51. O=C(CSc1nccn1-c1ccccc1)c1ccc(Cl)cc1
 : / | 5 | 18 | -6 | / | / | -3 | -6 | /
52. Cc1cccc2cc(CN(Cc3ccc4c(c3)OCO4)Cc3nnnn3C3CCCC3)c(=O)[nH]c12
 : / | 20 | 25 | -9 | 1.8 | / | -5 | -2 | /
53. Cc1ccc(NCC(=O)c2ccccc2)cc1Cl
 : / | 8 | 4 | -6 | -0.15 | / | -2 | 3 | /
54. CCC(Sc1ncccc1C(=O)O)C(=O)N1CCCC1 (configuration not stated)
 : 94 | 2 | 3 | -2 | 0.48 | 97 | -4 | 0 | 92
55. N#CCCN/N=C(\Cc1nc2ccccc2[nH]1)c1ccccc1
 : 87 | -5 | 7 | -7 | 0.52 | 100 | -7 | -2 | 101
56. Cc1cccc(NC(=O)C2C3C=CC(C4CC34)C2C(=O)O)c1 (configuration not stated)
 : 107 | / | -18 | 0 | 0.88 | 97 | / | / | 101
57. CCC1CCCCN1C(=O)Cn1c(C(=O)OC)cc2sc(Cl)cc21 (configuration not stated)
 : 95 | 28 | -18 | -4 | 0.23 | 96 | -3 | -6 | 60
58. Cn1c(NCC2CCCO2)nc2c1c(=O)n(Cc1ccccc1)c(=O)n2C (configuration not stated)
 : 96 | -1 | 15 | -3 | 1.9 | 97 | -4 | 3 | 83
59. O=C(Nc1ccccc1Cl)c1cc(S(=O)(=O)N2CCOCC2)cs1
 : 106 | 31* | -5 | -8 | 0.2 | 104 | -1 | 1 | 102
